# Rab2A wt mod – modulators of GTP binding to Rab2A wildtype, primary screen, biochemical, dog, bead-based flow cytometry, multiplex. hit rate 0.19% among 190,000. GTP binding activity, % at 10 µM. Ras-related protein Rab-2A (Canis lupus familiaris), P61105. GST-Rab2 wt beads, Bodipy-GTP binding;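 active = GTP binding activity at least 20 points away from 100%, either lowered or raised; inconclusive = signal likely due to the compound's own green fluorescence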;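 note: 0% = beads with excess unlabeled GTP and 100% = no-compound control corrected for plate trend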
# GSH fluor – compound fluorescence on glutathione beads, profiling panel, artefact control, biophysical, 488/530 nm, flow cytometry. GSH beads flow cytometry, compound fluorescence 488/530 nm; hits give high values. fluorescence (KMESF) at 10 µM. hit rate 0.25% among 190,000; in the data active = fluorescence above about 89;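 note: glutathione beads carrying GST-tagged Bcl family fusion proteins plus one bare bead set; values are compound well signal with DMSO vehicle wells as background; inactives centre near 16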
# Rac1 act GTP bind – GTP binding modulators of activated mutant Rac1, primary screen, biochemical, bead-based flow cytometry, multiplex, fluorescent GTP | Ras-related C3 botulinum toxin substrate 1 (Homo sapiens), P63000 | GST-Rac1 activated beads; actives lie on both sides; 100% means binding = to untreated wells | hit rate 0.11% among 190,000 | percent activity (GTP binding), % at 10 µM;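 active = GTP binding at least 20 percentage points away from the 100% baseline, in either direction, so actives lie on both sides; inconclusive = Compound likely fluorescent itself, or too few beads counted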
# Pf gamet viab – late stage P. falciparum gametocyte viability inhibitors, primary screen, ATP luminescence, HTS. AID 743093, 2013. P. falciparum stage V gametocytes, 24 h. hit rate 0.065% among 150,000. inhibition, % at 10.9 µM;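 active = inhibition above the mean plus 3 SD of compounds within the control limits, set per campaign, cut at about 38% in these data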;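 note: 0% = DMSO wells and 100% = medium only without gametocytes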
# Rab7 wt modul – modulators of GTP binding to Rab7, primary screen, biochemical, wildtype, multiplex bead flow cytometry | Rab7 GTPase wild type (dog), Bodipy-FL-GTP binding | GST-Rab7 beads, fluorescent GTP binding; actives lie on both sides; untreated = 100%, excess cold GTP = 0% | GTP binding activity (percent of control), % at 10 µM | hit rate 0.055% among 190,000;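 active = fluorescent GTP binding to Rab7 beads changed by at least 20 points from the 100% baseline, either direction, mostly lower; inconclusive = compound itself probably fluorescent, or too few beads counted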;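 note: median green fluorescence of bound Bodipy-FL-GTP per Rab7 bead population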
# Rac1 wt modul – wildtype Rac1 GTP binding modulators, primary screen, biochemical, GST-Rac1 beads, flow cytometry, multiplex; Ras-related C3 botulinum toxin substrate 1 (Homo sapiens), P63000; fluorescent GTP binding; actives lie on both sides; 0 = cold GTP competed, 100 = untreated; GTP binding activity (% of control), % at 10 µM; hit rate 0.27% among 190,000; AID 757, 2007;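 active = GTP binding activity at least 20 points away from the 100% control level, either lower or higher; inconclusive = compound flagged as likely green fluorescent, judged across all proteins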
# Cdc42 wt – modulators of GTP binding to wildtype Cdc42, primary screen, biochemical, multiplex bead flow cytometry, Bodipy-GTP | GST-Cdc42 beads; actives lie on both sides | percent activity (GTP binding), % at 10 µM | hit rate 0.2% among 190,000;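 active = percent activity GTP binding at least 20 points away from the 100% baseline, either down as inhibitor or up as activator; inconclusive = compound flagged as likely green fluorescent from well-wide comparison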;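 note: median bead fluorescence of bound Bodipy-FL-GTP at 100 nM; 0% = excess unlabeled GTP control and 100% = no compound control; below 100% means less GTP binding so inhibitor and above means activator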
# Target sequence (P60953 whole entry, looked up): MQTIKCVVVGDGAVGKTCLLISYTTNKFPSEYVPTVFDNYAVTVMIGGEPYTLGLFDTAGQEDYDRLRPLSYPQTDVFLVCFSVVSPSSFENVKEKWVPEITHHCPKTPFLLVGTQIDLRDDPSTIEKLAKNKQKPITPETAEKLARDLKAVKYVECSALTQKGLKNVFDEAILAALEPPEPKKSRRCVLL
# Mcl1-Bid inh – Mcl-1/Bid binding inhibitors, primary screen, biochemical, TR-FRET, 1536-well | TR-FRET Mcl-1/Bid-Dy647 peptide binding | Induced myeloid leukemia cell differentiation protein Mcl-1 (Homo sapiens), Q07820 | hit rate 0.97% among 220,000 | inhibition, % at 21.7 µM;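 active = compounds that cut the binding signal by more than half at the single screening dose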;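 note: His-tagged Mcl-1 with europium anti-His antibody binding Bid BH3 peptide; 0% = Mcl-1 plus peptide wells and 100% = peptide-only wells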
# Target sequence (Q07820 whole entry, looked up): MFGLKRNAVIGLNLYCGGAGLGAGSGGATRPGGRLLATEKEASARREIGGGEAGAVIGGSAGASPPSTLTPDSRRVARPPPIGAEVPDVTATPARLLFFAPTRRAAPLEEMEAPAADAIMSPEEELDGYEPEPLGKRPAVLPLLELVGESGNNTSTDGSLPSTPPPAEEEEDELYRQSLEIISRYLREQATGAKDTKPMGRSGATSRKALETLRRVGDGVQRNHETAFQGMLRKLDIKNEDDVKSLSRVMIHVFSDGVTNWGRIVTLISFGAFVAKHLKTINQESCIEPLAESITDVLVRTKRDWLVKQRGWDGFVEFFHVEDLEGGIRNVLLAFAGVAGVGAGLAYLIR
# Mcl1 Noxa PPI – Mcl-1/Noxa binding inhibitors, primary screen, biochemical, TR-FRET, 1536-well; inhibition, % at 21.7 µM; hit rate 1.5% among 220,000; TR-FRET Mcl-1/Noxa peptide binding, 2 h; AID 1022, 2008;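 active = compounds that cut the protein-peptide binding signal by more than 50% relative to plate controls in a single-dose test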;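 note: His-tagged Mcl-1 with rhodamine Noxa BH3 peptide and terbium anti-His antibody; 0% = Mcl-1 plus Noxa peptide wells and 100% = peptide-only wells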
# Avidin bead fluor – green autofluorescence of compounds with avidin beads – biophysical, 488/530 nm, flow cytometry, artefact control, profiling panel. compound fluorescence 488/530 nm; hits give high values. fluorescence (KMESF) at 10 µM. hit rate 0.38% among 220,000. AID 1775, 2009; in the data active = fluorescence above about 47; note: inactives centre near 10
# HRas wt GTP bind – modulators of GTP binding to HRas wildtype, primary screen, biochemical, bead-based flow cytometry, multiplex | hit rate 0.14% among 190,000 | GTP binding activity, % at 10 µM | AID 759, 2007 | GST-Ras wt beads, Bodipy-FL-GTP binding; actives lie on both sides | GTPase HRas (Homo sapiens), P01112;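 active = GTP binding activity at least 20% away from the 100% baseline, either lowered as inhibitor or raised as activator; inconclusive = flagged as likely green fluorescent, judged across all proteins in the well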;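 note: 0% = unlabeled GTP competition control and 100% = no-compound control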
# Target sequence (P01112 whole entry, looked up): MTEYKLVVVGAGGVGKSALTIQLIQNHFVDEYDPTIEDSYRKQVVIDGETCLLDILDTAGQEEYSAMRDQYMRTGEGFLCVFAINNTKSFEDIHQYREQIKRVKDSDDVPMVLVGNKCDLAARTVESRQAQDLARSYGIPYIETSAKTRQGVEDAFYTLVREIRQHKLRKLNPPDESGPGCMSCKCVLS
# * hit, by the source's call; u = inconclusive; x = no result given.
# The opening two records, ahead of the listing:
SMILES,Rab2A wt mod,GSH fluor,Rac1 act GTP bind,Pf gamet viab,Rab7 wt modul,Rac1 wt modul,Cdc42 wt,Mcl1-Bid inh,Mcl1 Noxa PPI,Avidin bead fluor,HRas wt GTP bind
Cc1csc(NC(=O)CSc2nnc(-c3ccoc3C)n2Cc2ccco2)n1,99,18,100,-1,100,100,99,-15,-12,22,100
COc1ccc(CCNC(=O)C2CCCN(S(=O)(=O)c3cccc4nonc34)C2)cc1OC (stereo not given),97,12,97,20,95,98,100,-10,-1,35,98

# All compounds of this part, from the first entry:
SMILES,Rab2A wt mod,GSH fluor,Rac1 act GTP bind,Pf gamet viab,Rab7 wt modul,Rac1 wt modul,Cdc42 wt,Mcl1-Bid inh,Mcl1 Noxa PPI,Avidin bead fluor,HRas wt GTP bind
Cc1csc(NC(=O)CSc2nnc(-c3ccoc3C)n2Cc2ccco2)n1,99,18,100,-1,100,100,99,-15,-12,22,100
COc1ccc(CCNC(=O)C2CCCN(S(=O)(=O)c3cccc4nonc34)C2)cc1OC (stereo not given),97,12,97,20,95,98,100,-10,-1,35,98
CCCC(c1nnnn1Cc1ccco1)N1CCN(C2CCCC2)CC1 (stereo not given),100,16,101,x,101,104,101,28,15,24,100
CC(C)[C@H](NC(=O)OC(C)(C)C)C(=O)N/N=C/c1cccc2nccnc12,98,34,96,x,99,98,100,-7,0,2,98
COc1ccccc1S(=O)(=O)Nc1cccc(-c2nnc3n2CCCCC3)c1,100,10,98,x,97,105,102,17,-1,4,99
CN1CCN(S(=O)(=O)c2cccc(C(=O)O)c2)CC1,96,65,96,-15,98,97,92,-9,2,8,96
COc1cccc(C2=CC(c3ccc(N(C)C)cc3)n3ncnc3N2)c1 (stereo not given),92,31,92,x,94,93,93,-8,2,10,95
CCOCC(=O)Nc1cccc(NC(C)=O)c1,101,34,97,5,102,104,105,-4,10,16,101
Cc1ccc(CC2CC(=O)N(c3ccncc3)C2=O)cc1 (stereo not given),104,13,100,x,101,111,106,-6,-6,9,102
CCN(CC)S(=O)(=O)c1ccc(-c2nnc(SCC(=O)c3ccc(OC)cc3)o2)cc1,102,20,101,x,96,103,105,-16,-2,4,101
Cc1cccc(-n2ncc3c(NCc4ccc5c(c4)OCO5)ncnc32)c1,92,13,93,12,92,94,98,14,35,29,95
COCc1[nH]nc2c1C1(CCSCC1)C(C#N)=C(N)O2,103,10,103,x,101,106,103,-36,21,35,105
Cc1ccccc1OCC(=O)NCCN(C)C,94,33,93,1,95,95,93,-3,38,8,97
O=C(NCCCCO)C(F)(F)C(F)(F)C(F)(F)C(=O)NCCCCO,102,16,101,1,102,108,105,-4,-1,8,100
CCN(C1CCS(=O)(=O)C1)S(=O)(=O)c1cccc([N+](=O)[O-])c1 (stereo not given),99,56,99,6,105,102,98,-9,2,10,99
Cc1ccc([N+](=O)[O-])c(OCCN2CCC(Cc3ccccc3)CC2)c1,96,16,92,-13,102,93,92,-5,18,8,98
COc1ccc(S(=O)(=O)N(CCC(=O)O)Cc2ccccc2)cc1,97,15,97,3,96,98,99,-1,4,9,94
Cc1nn(Cc2ccccc2)c(Cl)c1/C=N/NC(=O)CNc1cccc(C(F)(F)F)c1,99,10,100,x,97,101,98,-6,12,16,98
COCCN(C(=O)CCC(=O)Nc1ccccn1)C(C(=O)NC1CCCC1)c1ccc(OC)cc1 (stereo not given),98,25,100,-13,100,103,103,-9,27,27,99
Cc1ccc(OC(=O)Nc2ccccc2)cc1,97,12,95,x,102,97,94,-37,9,12,97
Cc1c(N=Cc2ccncc2)c(=O)n(-c2ccccc2)n1C,105,46,102,6,97,105,105,-48,-16,7,103
N/C(=N\OC(=O)c1cc(Br)ccc1Cl)c1cccnc1,94,15,93,x,95,94,91,-23,5,9,93
CN(C)c1ccc(C(=S)N2CCN(c3ccccc3)CC2)cc1,98,38,97,x,102,106,99,-38,7,15,98
CCCCNC1=NCCS1,98,8,96,4,102,96,98,-5,15,22,99
O=C(CSc1ncn(-c2ccccc2)n1)c1cccs1,101,10,98,x,102,100,103,-27,5,8,103

# Whole records, quoted from the list. Order of values: Rab2A wt mod, GSH fluor, Rac1 act GTP bind, Pf gamet viab, Rab7 wt modul, Rac1 wt modul, Cdc42 wt, Mcl1-Bid inh, Mcl1 Noxa PPI, Avidin bead fluor, HRas wt GTP bind
# Listed for `O=C(CSc1ncn(-c2ccccc2)n1)c1cccs1` = 101, 10, 98, x, 102, 100, 103, -27, 5, 8, 103
# Listed for `COc1ccccc1S(=O)(=O)Nc1cccc(-c2nnc3n2CCCCC3)c1` = 100, 10, 98, x, 97, 105, 102, 17, -1, 4, 99
# Listed for `Cc1csc(NC(=O)CSc2nnc(-c3ccoc3C)n2Cc2ccco2)n1` = 99, 18, 100, -1, 100, 100, 99, -15, -12, 22, 100

# Next section.
SMILES,Rab2A wt mod,GSH fluor,Rac1 act GTP bind,Pf gamet viab,Rab7 wt modul,Rac1 wt modul,Cdc42 wt,Mcl1-Bid inh,Mcl1 Noxa PPI,Avidin bead fluor,HRas wt GTP bind
COc1cc(C)c(S(=O)(=O)N2CCN(C)CC2)cc1C,u,14,u,-32,u,u,u,-29,12,7,u
CC(C)=CCC/C(C)=C/C=N/NC(=O)c1ccc([N+](=O)[O-])cc1,98,17,98,x,100,100,99,-14,3,6,99
CCC(C)(C)NC(=O)C(Sc1ccccc1)c1ccccc1 (stereo not given),93,20,98,x,94,97,99,4,13,18,97
COc1ccc(N2C(=O)NC(NC(=O)c3cccnc3)(C(F)(F)F)C2=O)cc1 (stereo not given),98,19,94,x,105,99,100,-5,-2,10,99
CC(C)OC(=O)C(CC(=O)O)NCc1ccccc1 (stereo not given),103,28,99,x,100,109,106,-14,25,13,102
CCN(CC)C(=O)c1cc2c(=O)n3cccc(C)c3nc2n1C,109,23,99,x,103,106,109,-22,5,17,107
CCN1C(=O)C(O)(CC(=O)/C=C/C=C/c2ccccc2)c2ccccc21 (stereo not given),95,9,95,13,99,100,99,0,1,10,99
COc1cc2c(=O)c(-c3ccc(O)cc3)coc2cc1OC1OC(CO)C(O)C(O)C1O (stereo not given),97,17,97,6,101,103,100,-18,0,11,99
Nc1ccc(Cc2nc3c(ccc4ccccc43)[nH]2)cc1,101,13,100,4,103,102,103,-51,15,9,102
Cc1ccc(Nc2nc(NCCCN3CCOCC3)nc(N)c2[N+](=O)[O-])cc1,100,9,101,-41,102,108,104,4,8,4,100
Cc1ccc2[nH]c(=O)c(Cc3ccccc3)c(O)c2c1,95,11,93,-9,94,97,95,-21,3,9,96
COC(=O)c1cc(NC(=O)Cc2ccc(OC)cc2)cc(C(=O)OC)c1,93,11,92,x,93,93,95,4,-2,38,95
CCOc1ccc(CNC(=O)CCCc2cn(C)c3ccccc23)cc1OC,101,13,98,x,98,102,98,-5,-11,6,100
CCC(C)NC(=O)c1ccc(CS(=O)(=O)Cc2ccc(Cl)cc2)o1 (stereo not given),99,26,100,x,96,100,102,6,14,10,101
CC[n+]1ccc(C)c2cc(S(=O)C(F)(F)F)ccc21 (stereo not given),98,9,97,x,98,101,99,-51,17,18,98
O=C(CN(Cc1cccs1)C(=O)CNS(=O)(=O)c1ccccc1)NC1CCCC1,96,29,98,x,97,100,98,-5,-3,11,97
Nc1nc(N2CCOCC2)nc(N(c2ccccc2)c2ccccc2)n1,100,19,99,x,97,98,101,-17,3,7,99
CC1(C)CC(=O)C(C(=O)CCCCC(=O)C2C(=O)CC(C)(C)CC2=O)C(=O)C1,102,15,101,23,100,109,107,-21,7,11,103
O=C(OCc1ccccc1)N1CCOCCOCCN(C(=O)OCc2ccccc2)CCOCCOCC1,99,12,100,-2,100,100,101,-2,5,34,101
CC(=O)N/C(=C/c1ccc2c(c1)OCO2)C(=O)NCC(=O)O,100,13,103,x,98,103,102,-34,6,4,101
CCOCC(=O)N(CC)Cc1ccccc1,100,17,97,5,99,100,102,-15,-4,12,99
COCc1cc(C)nc(Oc2ccccc2)c1C#N,100,25,95,1,98,100,97,-12,9,12,101
Cc1ccc(Cn2ccc(NC(=O)CCSc3nc(-c4ccco4)cc(C(F)(F)F)n3)n2)cc1,98,29,99,x,98,103,100,-13,-16,12,100
CCN1/C(=C\C(=S)Nc2ccccc2)Sc2ccccc21,u,19,u,-26,u,u,u,-325,-87,11,u
CC(=Nc1ccccc1)C1=C(O)CCCC1=O,99,3,101,3,99,106,107,-9,10,4,100

# Following part:
SMILES,Rab2A wt mod,GSH fluor,Rac1 act GTP bind,Pf gamet viab,Rab7 wt modul,Rac1 wt modul,Cdc42 wt,Mcl1-Bid inh,Mcl1 Noxa PPI,Avidin bead fluor,HRas wt GTP bind
CCCC12CN3CCN(CC(C3)/C1=N\NC(=O)Nc1ccccc1)C2,101,10,102,-3,100,103,103,-25,5,16,102
FC(F)(F)c1cc(-c2ccco2)nc(-n2nc(C(F)(F)F)cc2C2CC2)n1,102,28,100,x,97,101,103,-20,-9,14,103
COc1cc(/C=N/NC(=O)c2ccc(Cl)cc2)ccc1OCC(=O)N1CC(C)OC(C)C1 (stereo not given),95,11,98,x,92,98,91,-15,-18,24,93
CC(=O)N(C)c1ccc(NC(=O)Nc2ccc(C)c(C)c2)cc1,97,15,93,-14,99,98,93,-16,-1,6,96
Cc1ccc(CNC2=NCCCCC2)n1C,96,31,93,x,96,93,96,-22,12,14,96
CCOC(=O)c1ccc2c(c1)nc(COc1ccc(OC)cc1)n2CC,96,12,95,23,95,97,96,-8,9,10,97

# Part of the list above with just Mcl1 Noxa PPI.
canonical_smiles | Mcl1 Noxa PPI
Cc1ccc(CNC2=NCCCCC2)n1C | 12
CCOC(=O)c1ccc2c(c1)nc(COc1ccc(OC)cc1)n2CC | 9
